Bioassay records: PubChem BioAssay, Johns Hopkins Ion Channel Center
RGS4 inh: inhibitors of human RGS4. P49798. HEK293 M3R/RGS4 inducible, Fluo-4 calcium flux; active compounds read high; triggered by carbachol at its EC20. B-score at 10 µM. 310,000 tested, 0.45% active;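 active = B-score, a plate-corrected calcium signal, over three deviations above library mean, with baseline fluorescence within five deviations of library mean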;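 also: RGS4 expression induced by doxycycline in cells with stable M3 receptor; B-score is computed from the integrated fluorescence ratio over baseline after carbachol; higher B-score means a larger calcium signal and so more RGS4 inhibition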
TRPC4 PAM: TRPC4 (mouse) allosteric potentiation; Q9QUQ5; HEK293 TRPC4beta/mu-opioid, DAMGO EC20, Fluo-4 Ca2+ flux; active compounds read high; B-score at 10 µM; 310,000 tested, 0.42% active;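 active = B-score of calcium response area above 5 SD of library B-scores, with initial fluorescence ratio within 5 SD of library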;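 also: B-score of integrated fluorescence ratio over time as area under calcium response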
Target sequence (Q9QUQ5 whole entry, looked up): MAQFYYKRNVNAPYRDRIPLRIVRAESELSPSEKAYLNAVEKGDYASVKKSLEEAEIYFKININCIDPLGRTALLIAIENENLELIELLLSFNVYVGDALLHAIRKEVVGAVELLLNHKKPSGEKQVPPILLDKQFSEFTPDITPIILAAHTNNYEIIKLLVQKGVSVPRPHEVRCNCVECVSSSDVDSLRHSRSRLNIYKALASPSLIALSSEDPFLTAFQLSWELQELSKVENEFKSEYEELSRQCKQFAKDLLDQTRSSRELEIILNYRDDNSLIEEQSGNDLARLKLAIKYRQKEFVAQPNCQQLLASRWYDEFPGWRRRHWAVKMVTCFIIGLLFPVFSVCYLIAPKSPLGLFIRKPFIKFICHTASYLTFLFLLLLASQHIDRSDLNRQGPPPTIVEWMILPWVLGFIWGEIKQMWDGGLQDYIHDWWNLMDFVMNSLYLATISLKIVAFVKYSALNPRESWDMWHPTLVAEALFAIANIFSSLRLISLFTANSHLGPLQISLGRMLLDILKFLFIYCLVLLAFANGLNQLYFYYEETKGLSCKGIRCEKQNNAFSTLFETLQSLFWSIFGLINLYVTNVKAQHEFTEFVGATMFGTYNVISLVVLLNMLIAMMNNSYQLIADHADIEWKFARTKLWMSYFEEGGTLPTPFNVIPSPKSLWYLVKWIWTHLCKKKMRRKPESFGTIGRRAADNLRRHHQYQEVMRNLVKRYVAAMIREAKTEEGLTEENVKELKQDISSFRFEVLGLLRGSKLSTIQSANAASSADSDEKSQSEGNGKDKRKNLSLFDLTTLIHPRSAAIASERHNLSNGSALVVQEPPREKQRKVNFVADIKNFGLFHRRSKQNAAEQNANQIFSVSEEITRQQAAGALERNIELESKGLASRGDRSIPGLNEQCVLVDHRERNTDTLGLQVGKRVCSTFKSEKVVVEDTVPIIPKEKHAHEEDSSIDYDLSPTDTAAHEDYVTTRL
MrgX1 PAM: human MrgX1 positive allosteric modulation, primary screen | Q96LB2 | 310,000 tested, 0.63% active | MrgX1-HEK293, Fluo-4 calcium flux, FDSS; active compounds read high | B-score at 10 µM;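 active = plate-corrected calcium response at least 3 library SD above typical, normal starting fluorescence, not activating the receptor alone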;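 also: compound read alongside a low EC10 to EC30 dose of BAM8-22 agonist; peak minus trough fluorescence over baseline measured at the second addition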
MrgX1 agonist: human MrgX1 receptor agonism, primary screen; Q96LB2; MrgX1-HEK293 cells, Fluo-4 calcium fluorescence, agonist mode; active compounds read high; B-score at 10 µM; 310,000 tested, 0.44% active; AID 588627;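 active = calcium response B-score plate-corrected fluorescence ratio at least 3 library SD, with starting fluorescence B-score inside 5 SD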
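Material: MrgX1-expressing HEK293 cells / Dosing: compound as first of three additions / Incubation: overnight seeding, then 1 h dark dye loading / Signal: Fluo-4 NW calcium fluorescence / Evaluation: B-scored fluorescence response ratio / Benchmarks: positive and negative control wells on each plate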
TRPC4 act: TRPC4 (mouse) channel activation | B-score at 10 µM | 310,000 tested, 0.49% active | HEK293 TRPC4beta/mu-opioid, Fluo4 calcium fluorescence; active compounds read high;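 active = B-score above 5 SD of library B-scores, and initial fluorescence ratio not above library mean plus 5 SD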;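 also: positive B-score marks a calcium rise read as TRPC4 activation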
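Assay system – TRPC4beta and mu-opioid receptor HEK293 stable cells · Measured by – Fluo4 fluorescence, kinetic · Schedule – dye loading 45 min room temperature, 110 s kinetic read · Read-out – B-scored integrated calcium fluorescence ratio · Controls – buffer and maximal DAMGO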
TRPC4 inh: TRPC4 (mouse) channel inhibition. HEK293 TRPC4beta/mu-opioid, DAMGO-evoked Fluo4 calcium flux; active compounds read low. AID 2247. 300,000 tested, 0.39% active. B-score at 10 µM;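 active = B-score over 3 SD under the library average, no early fluorescence shift, positive overall ratio signal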
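Test system – stable TRPC4beta/mu-opioid receptor HEK293 cells · Probe or stimulus – DAMGO, a submaximal dose followed by a maximal one · Dosing – one concentration per compound · Signal – Fluo4 calcium fluorescence by kinetic imaging, 5 s 1 Hz baseline · Evaluation – per-well B score of integrated baseline-normalized Fluo4 ratio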
TRPC6 inhibitor: blocks the mouse TRPC6 cation channel; Q61143; HEK293-TRPC6, membrane potential dye, ACh-evoked depolarization; active compounds read low; B-score at 10 µM; 310,000 tested, 1.1% active; AID 2553;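 active = B-score under library mean minus 3 SD, initial fluorescence not abnormally high, positive integrated signal ratio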;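 also: B-score derived from integrated fluorescence ratio over the kinetic read; more negative B-score means stronger inhibition of depolarization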
ANO1 block: mouse TMEM16A channel inhibition, primary screen. HEK293 TMEM16A/YFP iodide influx fluorescence, ionomycin. normalized B-score (activity score, 25-100; higher = stronger inhibition) at 10 µM. 310,000 tested, 1.2% active. AID 588511;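 active = ratio plate-corrected score three or more library SD toward inhibition, starting fluorescence score within five deviations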;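 also: score derived from kinetic fluorescence span divided by baseline fluorescence per well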
MrgX1 antagonist: blocks BAM8-22 activation of human MrgX1 receptor. AID 588676. MRGX1-HEK293 calcium flux, Fluo-4, BAM8-22 antagonism; active compounds read low. Q96LB2. 310,000 tested, 1.3% active. B-score at 10 µM;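 active = calcium-response B-score plate-corrected more than 3 library SD below zero, starting fluorescence within 5 deviations, no agonist response on first addition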;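 also: peak minus trough fluorescence over baseline after final BAM8-22 challenge near maximal dose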
TMEM16A act: activators or potentiators of mouse TMEM16A chloride channel; B-score at 10 µM; HEK293 TMEM16A/YFP-H148Q/I152L, iodide quench fluorescence; active compounds read low; AID 623877; 340,000 tested, 0.3% active; Q8BHY3;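 active = fluorescence-ratio B-score plate-corrected deviation score at least 3 library SD below zero, with starting fluorescence score within 5 deviations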;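 also: channel opened by trigger with iodide after compound preincubation; score built on the fluorescence ratio of max minus min over baseline; more negative score means more quench and so TMEM16A activation or potentiation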
TRPC6 activator: mouse TRPC6 channel activation; Q61143; HEK293-TRPC6 membrane potential dye fluorescence; active compounds read high; B-score at 10 µM; 310,000 tested, 0.13% active; AID 2550;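 active = B-score of the integrated fluorescence ratio above library mean plus 3 SD, and starting fluorescence ratio within library mean plus 5 SD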;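 also: higher score means more depolarization so channel activation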
Starred values were filed as active, the others as inactive; i = inactive; · = not tested or not shown. Not a hit list. About 5.8% of those tested had a hit in this group.

Results follow in this order: RGS4 inh, TRPC4 PAM, MrgX1 PAM, MrgX1 agonist, TRPC4 act, TRPC4 inh, TRPC6 inhibitor, ANO1 block, MrgX1 antagonist, TMEM16A act, TRPC6 activator
- Cc1ccc(S(=O)(=O)/N=c2\ccc(Cl)cn2C(F)F)cc1
→ i, i, i, i, i, i, i, i, i, i, i
- Cc1ccc(NC(=O)C(C)OC(=O)/C=C/c2ccccc2)cc1 (stereo not given)
→ i, i, i, i, i, i, i, i, i, i, i
- Cc1[nH]c(=O)[nH]c(=O)c1S(=O)(=O)Nc1ccc(Br)cc1F
→ i, i, i, i, i, i, i, i, i, ·, i
- O=C(NCc1cccnc1)c1cccc2c1C(=O)N(Cc1cccnc1)C2
→ i, i, i, i, i, i, i, i, i, i, i
- CN(C)CCCOc1ccc2c(c1)Sc1ccccc1CC2=O
→ i, i, 8.5*, i, i, i, i, i, i, i, i
- COc1ccc(OC)c(NC(=O)C2CCCN(S(=O)(=O)c3c(C)noc3C)C2)c1 (stereo not given)
→ i, i, i, i, i, i, i, i, i, i, i
- CC1=CC(C)(C)Nc2ccc(OC(=O)CN3C(=O)CCC3=O)cc21
→ i, i, i, i, i, i, i, i, i, i, i
- Cc1ccc(-c2nc(NCc3ccco3)n(S(C)(=O)=O)n2)cc1
→ i, i, i, i, i, i, i, i, i, i, i
- CCOC(=O)N1CCN(C(=O)C(=O)N/N=C/c2ccc(OC)cc2OC)CC1
→ i, i, i, i, i, i, i, i, i, i, i
- COc1cccc(C(=O)Nc2ccc(-n3nncc3C(C)(C)C)cc2)c1
→ i, i, i, i, i, i, i, i, i, i, i
- O=C(NCC(c1ccco1)N1CCOCC1)C1CCCCC1 (stereo not given)
→ i, i, i, i, i, i, i, i, i, i, i
- CC(=O)Nc1ccc(NC(=O)Cn2c(=O)n(-c3ccccc3)c(=O)c3oc4ccccc4c32)cc1
→ i, i, i, i, i, i, i, i, i, i, i
- CCN(CC)Cc1csc2ccc(Br)cc12
→ i, i, i, i, i, i, i, i, i, i, i
- NC(=O)COC(=O)c1sc2ccccc2c1Cl
→ i, i, i, i, i, i, i, i, i, i, i
- Cc1cc2c(ncn2C)c(NS(=O)(=O)c2ccc(Cl)cc2)c1C
→ i, i, i, i, i, i, i, i, i, i, i
- CCOC(=O)N(Cc1ccccc1)C(C(=O)O)C(C(=O)O)N(Cc1ccccc1)C(=O)OCC (stereo not given)
→ i, i, i, i, i, i, i, i, i, i, i
- CCOC(=O)c1nnn(-c2ccccc2)c1C
→ i, i, i, i, i, i, i, i, i, i, i
- CSc1n[nH]c(=O)n1-c1ccc(Cl)cc1
→ i, i, i, i, i, i, i, i, i, i, i
- COc1ccc(OC)c(NC(=O)c2cnn(-c3ccccc3)c2C)c1
→ i, i, i, i, i, i, i, i, i, i, i
- COc1ccc([C@@H]2C[C@@H](c3ccccc3)Oc3cc(OC)c(OC)c(OC)c32)cc1
→ i, i, ·, ·, i, ·, i, ·, ·, i, i
- CC1(c2nnc(-c3ccc(Cl)cc3)o2)CC(c2c(Cl)cccc2Cl)=NO1 (stereo not given)
→ i, i, i, i, i, i, i, i, i, i, i
- O=[N+]([O-])c1cc(CS(=O)(=O)Oc2ccc(Cl)cc2)c(O)c([N+](=O)[O-])c1
→ i, i, i, i, i, i, i, i, i, i, i
- Cc1nn(-c2ccccc2)c(Cl)c1/C=N/NC(=O)CNC(=O)c1ccccc1Cl
→ i, i, i, i, i, i, i, i, i, i, i
- CC(Oc1ccc(F)cc1)C(=O)Nc1cccc(-c2nn[nH]n2)c1 (stereo not given)
→ i, i, i, i, i, i, i, i, i, i, i
- CC1CCC2(CC1)NC(=O)N(CC(=O)Nc1ccc3[nH]c(=O)[nH]c3c1)C2=O (stereo not given)
→ i, i, i, i, i, i, i, i, i, i, i
- COc1cccc(CC(=O)N2CCCC(CCC(=O)N3CCN(c4ccccn4)CC3)C2)c1 (stereo not given)
→ i, i, i, i, i, i, i, i, i, i, i
- CCCC(=O)Nc1ccc2oc(-c3cccnc3)nc2c1
→ i, i, i, i, i, i, i, i, i, i, i
- COc1ccc(CN(C(=O)Cc2c[nH]c3ccccc23)C(C(=O)NC2CCCCC2)c2ccc(C)o2)cc1 (stereo not given)
→ i, i, i, i, i, i, i, i, i, i, i
- CC(C)c1ccc(CN(C)CC(O)c2ccccc2)cc1 (stereo not given)
→ i, i, i, i, i, i, i, i, i, i, i
- O=C(Nc1ccc(Cl)cc1C(=O)N1CCCC1)c1cccc([N+](=O)[O-])c1
→ i, i, i, i, i, i, i, i, i, i, i
- Cc1ccc(CNC(=O)C2CCN(S(=O)(=O)c3c(C)noc3C)CC2)cc1
→ i, i, i, i, i, i, i, i, i, i, i
- Cc1cccc(NC(=O)c2nc[nH]c2C(=O)NCC(=O)OC(C)(C)C)c1
→ i, i, i, i, i, i, i, i, i, i, i
- COc1ccc(-c2cn3cccnc3n2)cc1F
→ i, i, i, i, i, i, i, i, i, i, i
- O=C(O)COc1ccc(S(=O)(=O)N2CCCC2)cc1
→ i, i, i, i, i, i, i, i, i, i, i
- CC(=O)CCC1C2C(O)C(C(C)C)C(OC(=O)/C=C/c3ccccc3)CC12C (stereo not given)
→ i, i, i, i, i, i, i, i, i, i, i
- CCOC(=O)c1sc(NC(=O)c2ccc(S(=O)(=O)N3CCCCC3)cc2)nc1-c1ccccc1
→ i, i, i, i, i, i, i, i, i, i, i
- CCOCCCNc1ccc(-c2ccccc2)nn1
→ i, i, i, i, i, i, i, i, i, i, i
- Cc1ccc(NC(=O)CN2CCC(NC(=O)C3CCCCC3)CC2)c(Br)c1
→ i, i, i, i, i, i, i, i, i, i, i
- COc1ccccc1-n1c(CNC(=O)c2ccc(S(=O)(=O)N3CCOCC3)cc2)n[nH]c1=S
→ i, i, i, i, i, i, i, i, i, i, i
- CCOC(=O)NC(=O)/C(C=Nc1ccc(Cl)c(Cl)c1Cl)=C(\C)O
→ i, i, i, i, i, i, i, i, i, i, i
- O=C(NCc1ccncc1)Nc1ccccc1Cl
→ i, i, i, i, i, i, i, i, i, i, i
- CCn1c(CCNC(=O)c2ccc(Cl)cc2Cl)n[nH]c1=S
→ i, i, i, i, i, i, i, i, i, i, i
- COc1ccc(C(=O)NCCC(C)C)cc1S(=O)(=O)N1CCOCC1
→ i, i, i, i, i, i, i, i, i, i, i
- CCOC(=O)C1Nc2ccc(C(=O)O)cc2C2C=CCC12 (stereo not given)
→ i, i, i, i, i, i, i, i, i, i, i
- COCC(C)NC(C(=O)Nc1ccc(Cl)c([N+](=O)[O-])c1)c1ccccc1 (stereo not given)
→ i, i, i, i, i, -7*, i, i, i, i, i
- Cc1cccc(C)c1NC(=O)Cn1c(=O)c2cccn2c2ccccc21
→ i, i, i, i, i, i, i, i, i, i, i
- CC(C)c1ccc(O)c(NC(=O)c2cncc(Br)c2)c1
→ i, i, i, i, i, i, i, i, -7.8*, i, i
- CCC(=O)Nc1ccccc1C(=O)OCC(=O)Nc1ccc(S(N)(=O)=O)cc1
→ i, i, i, i, i, i, i, i, i, i, i
- O=C(CCN1C(=O)C2C3CCC(C3)C2C1=O)Nc1ccccc1Cl (stereo not given)
→ i, i, i, i, i, i, i, i, i, i, i
- CCOCCCNC(=O)C1CCCN1C(=O)NC1CCCCC1 (stereo not given)
→ i, i, i, i, i, i, i, i, i, i, i

The listing continues.
Results follow in this order: RGS4 inh, TRPC4 PAM, MrgX1 PAM, MrgX1 agonist, TRPC4 act, TRPC4 inh, TRPC6 inhibitor, ANO1 block, MrgX1 antagonist, TMEM16A act, TRPC6 activator
- Cc1ccnc(NC(=O)c2cccc(S(=O)(=O)N3CCOCC3)c2)c1
→ i, i, i, i, i, i, i, i, i, i, i
- CC(C)(C)C(=O)Nc1nnc(COc2ccc(Cl)cc2)s1
→ i, i, i, i, i, i, i, i, i, i, i
- OCCNc1nc(Nc2cc(Cl)ccc2OC2CCCC2)nc(N2CCCC2)n1
→ i, i, i, i, i, i, i, i, i, i, i
- Cc1ccc(S(=O)(=O)NCC(=O)NC2CC2)cc1
→ i, i, i, i, i, i, i, i, i, i, i
- Cc1ccc(C(=O)O[C@H](C(=O)O)[C@H](OC(=O)c2ccc(C)cc2)C(=O)O)cc1
→ i, i, i, i, i, i, i, i, i, i, i
- Cc1ccc2nc(NC(=O)Cc3cccs3)sc2c1
→ i, i, i, i, i, i, i, i, i, i, i
- COc1cccc(-n2c(=O)c3sccc3n(CC(=O)NC3CCCCC3)c2=O)c1
→ i, i, i, i, i, i, i, i, i, i, i
- Oc1ccc(/C=N/Nc2ncnc3nc[nH]c23)cc1
→ i, i, i, i, i, i, i, i, i, i, i
- COc1cccc(NC(=O)Nc2ccc3c(c2)N(C)C(=O)CS3)c1
→ i, i, i, i, i, i, i, i, -7.3*, i, i
- CCOC(=O)C1=C(CC)Nc2ccccc2N=C1NC(=O)Nc1ccc(Cl)c(Cl)c1
→ i, i, i, i, i, i, i, i, -6.1*, i, i
- CC(=O)Nc1ccc(S(=O)(=O)NC(C)c2ccccc2)cc1 (stereo not given)
→ i, i, i, i, i, i, i, i, i, i, i
- O=C1C(Cl)=C(NCC2CCCO2)C(=O)N1CCc1ccccc1 (stereo not given)
→ i, i, i, i, i, i, i, i, i, i, i
- Cc1cc(C)n2nc(SCC(=O)N/N=C/c3ccc(F)cc3)nc2n1
→ i, i, i, i, i, i, i, i, i, i, i
- CCCCCOC(=O)Cn1c(=O)c2c(nc(N3CCOCC3)n2C)n(C)c1=O
→ i, i, i, i, i, i, i, i, i, i, i
- O=C(CN1C(=O)NC2(CCc3ccccc32)C1=O)c1ccc(F)cc1 (stereo not given)
→ i, i, i, i, i, i, i, i, i, i, i
- CN(C)CCN(Cc1ccco1)C(=O)c1cc2c(Cl)nc3ccccc3c2s1
→ i, i, i, i, i, i, -5.2*, i, i, i, i
- Nc1nc2c(s1)C(=O)CCC2
→ i, i, i, i, i, i, i, i, i, i, i
- CC1CC(C)CN(S(=O)(=O)c2cc(C(=O)O)c(Cl)s2)C1 (stereo not given)
→ i, i, i, i, i, i, i, i, i, i, i
